# MIN6 prolif: inducers of MIN6 beta-cell proliferation, primary screen, ATP luminescence, uHTS; MIN6 cells proliferation, ATPlite luminescence, 48 h; cells starved in 0.2% serum; 100% = growth in 10% serum; proliferation, % at 10 µM; 0.29% of 330,000 active;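 active = compounds whose signal lies at least 3.5 SD above the mean of all wells on their plate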;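 also: 0% = DMSO-treated cells in low-serum medium and 100% = 10% serum control; some compounds called inactive have numbers as strong as hits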
# SENP1 inh: human SENP1 catalytic domain inhibitors, primary screen, biochemical, FRET, uHTS; inhibition, % at 10 µM; 0.21% of 360,000 active; Sentrin-specific protease 1 (Homo sapiens), Q9P0U3; recombinant SENP1 catalytic domain, CyPet-SUMO1-YPet FRET cleavage;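 active = inhibition at least 30% at 10 µM, raw YFP signal under a set limit, fluorescence ratio 0.5 to 1.5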;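 also: 0% = enzyme with DMSO and 100% = no enzyme wells; some results filed as inactive read as strong as hits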
# Target sequence (Q9P0U3 419-644 limits assumed): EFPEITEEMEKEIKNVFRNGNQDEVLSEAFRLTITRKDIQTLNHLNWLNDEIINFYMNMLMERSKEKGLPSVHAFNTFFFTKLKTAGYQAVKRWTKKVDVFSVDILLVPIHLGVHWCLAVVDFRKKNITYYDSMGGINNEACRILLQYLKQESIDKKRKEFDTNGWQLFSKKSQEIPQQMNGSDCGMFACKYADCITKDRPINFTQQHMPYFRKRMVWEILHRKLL
#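 Compound: 10 µM single point, 0.5% DMSO; Test system: hSENP1 catalytic domain, recombinant; Timing: 50 min reaction at room temperature; Technique: FRET, CFP and YFP emission; Control set: no-enzyme wells low, DMSO-plus-enzyme wells high control.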
# UBC13 inh: UBC13 polyubiquitin chain formation inhibitors, primary screen, biochemical, TR-FRET, uHTS | Ubiquitin-conjugating enzyme E2 N (Homo sapiens), P61088 | inhibition, % at 20 µM | 0.47% of 330,000 active; in the data active = inhibition above about 45%, passing the limit was not always enough; inconclusive = no clear call, values can overlap the other calls
# Target sequence (P61088 whole entry, looked up): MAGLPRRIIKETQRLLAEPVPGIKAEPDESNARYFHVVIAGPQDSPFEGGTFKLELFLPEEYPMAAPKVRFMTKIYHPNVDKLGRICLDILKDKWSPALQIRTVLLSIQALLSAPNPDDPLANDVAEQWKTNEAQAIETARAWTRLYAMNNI
# PfGluPho inh: PfG6PD enzyme inhibitors, primary screen, biochemical, fluorescence intensity, uHTS; glucose-6-phosphate dehydrogenase-6-phosphogluconolactonase (Plasmodium falciparum 3D7); PfGluPho enzyme, NADPH resazurin-diaphorase fluorescence; inhibition, % at 20 µM; 0.78% of 350,000 active; AID 504690, 2011;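 active = inhibition reaching at least a set limit at 20 µM in the primary screen, cut at about 59% in these data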;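 also: 0% = DMSO wells with substrate and 100% = DMSO wells lacking glucose-6-phosphate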
# SENP7 block: SENP7 protease inhibitors, primary screen, biochemical, luminescence, uHTS. AID 434973, 2010. recombinant SENP7, Z-RLRGG-aminoluciferin luminescence, 40 min. inhibition, % at 5 µM. Sentrin-specific protease 7 (Homo sapiens), Q9BQF6. 1.5% of 330,000 active;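 active = inhibition above about 50% at the single test dose, limit read from the data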;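 also: plate controls were DMSO with enzyme for no effect and no enzyme buffer wells for full effect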
# HKDC1 inhibitor: HKDC1 hexokinase inhibitors, primary screen, biochemical, fluorescence, uHTS; Q2TB90; recombinant HKDC1, G6PDH/diaphorase resazurin coupled fluorescence; inhibition, % at 20 µM; 0.16% of 340,000 active;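 active = inhibition above about 35% when tested at 20 µM, limit read from the data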;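 also: plate controls were DMSO wells with enzyme for no effect and DMSO wells lacking enzyme for full effect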
#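 Test system: recombinant HKDC1 (HK5) hexokinase enzyme, produced in-house; Amount: enzyme 5 µg/mL final; Buffer or medium: Tris pH 8.0 buffer with MgCl2, Tween-20, BSA, BME; Reagent: glucose and ATP substrates; Doses: 20 µM test compound, 1% DMSO; Incubation: 90 min reaction incubation at room temperature, dark; Detection: resorufin fluorescence at 613 nm.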
# SENP6 block: SENP6 protease inhibitors, primary screen, biochemical, luminescence, uHTS; inhibition, % at 10 µM; AID 2599, 2010; Sentrin-specific protease 6 (Homo sapiens), Q9GZR1; 1.8% of 330,000 active; Recombinant SENP6 catalytic domain, aminoluciferin luminescence;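 active = inhibition above about 50% at the single tested dose, limit read from the data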;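 also: plate controls were DMSO wells with enzyme for no effect and DMSO wells lacking enzyme for full effect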
# Target sequence (Q9GZR1 628-1112 limits assumed): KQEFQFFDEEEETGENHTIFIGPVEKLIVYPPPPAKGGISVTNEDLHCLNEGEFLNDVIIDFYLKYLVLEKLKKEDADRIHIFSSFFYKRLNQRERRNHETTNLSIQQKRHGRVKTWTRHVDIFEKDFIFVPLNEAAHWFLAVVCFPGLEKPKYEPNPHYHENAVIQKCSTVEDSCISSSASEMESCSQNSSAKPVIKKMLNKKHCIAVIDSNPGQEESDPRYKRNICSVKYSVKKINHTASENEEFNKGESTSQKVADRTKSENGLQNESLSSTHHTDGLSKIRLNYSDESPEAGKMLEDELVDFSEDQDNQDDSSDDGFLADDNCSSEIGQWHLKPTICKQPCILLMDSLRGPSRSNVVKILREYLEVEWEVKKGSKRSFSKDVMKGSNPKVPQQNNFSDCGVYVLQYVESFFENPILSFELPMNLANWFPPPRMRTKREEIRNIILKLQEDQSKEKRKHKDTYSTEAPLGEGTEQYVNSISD
# SENP8 block-1: SENP8 protease inhibitors, primary screen, biochemical, luminescence. Sentrin-specific protease 8 (Homo sapiens), Q96LD8. purified SENP8, Z-RLRGG-aminoluciferin cleavage. inhibition, % at 10 µM. 1.2% of 330,000 active. AID 2540, 2010; in the data active = inhibition above about 50%
# Target sequence (Q96LD8 whole entry, looked up): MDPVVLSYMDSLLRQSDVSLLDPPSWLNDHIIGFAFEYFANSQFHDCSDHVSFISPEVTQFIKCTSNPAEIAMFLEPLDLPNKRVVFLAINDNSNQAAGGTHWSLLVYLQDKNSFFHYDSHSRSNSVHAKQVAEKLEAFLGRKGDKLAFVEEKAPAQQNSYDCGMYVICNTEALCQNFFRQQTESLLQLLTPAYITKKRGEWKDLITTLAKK
# SENP8 block-2: human SENP8 protease inhibitors, primary screen, biochemical, fluorescence, Nedd8 protein substrate, uHTS. Sentrin-specific protease 8 (Homo sapiens), Q96LD8. recombinant SENP8. inhibition, % at 20 µM. 0.64% of 360,000 active. AID 602440, 2012; in the data active = inhibition mostly above about 40%, no sharp cut-off; inactive = mostly below about 27%
# Numbers without * were called inactive; i = inactive; ? = inconclusive; / = not tested or not shown; & = joins results of further samples; ! = a repeat was not active.
SMILES,MIN6 prolif,SENP1 inh,UBC13 inh,PfGluPho inh,SENP7 block,HKDC1 inhibitor,SENP6 block,SENP8 block-1,SENP8 block-2
O=C(Cc1cc(=O)[nH][nH]1)N/N=C/c1c(Cl)cccc1Cl,0&0,2&2,4&-3,-10&9,-4&5,0&-7,11&-3,4&1,44*!
Cc1ccc(OCC(=O)Nc2ccc(S(=O)(=O)Nc3ccccn3)cc2)cc1C,-1,2,1,5,7,-1,13,-1,-294
CC1CC(C)CN(C(=O)CSc2nnc(-c3ccco3)o2)C1 (stereo not given),-3,0,4,1,-3,-4,-15,-8,11
Fc1cccc(C2CCCCN2Cc2nc(C3CC3)no2)c1 (stereo not given),1,0,4,2,8,-13,6,-4,6
COc1ccccc1NS(=O)(=O)c1cc(NC(=O)c2cc(=O)[nH]c3ccccc23)ccc1N1CCOCC1,-4,-13,-9,11,6,-1,1,-5,-14
Clc1ccc2oc(SCc3cccnc3)nc2c1,1,3,-9,2,-6,3,-9,-10,13
CC(=O)c1c(C)[nH]c(C(=O)OCC(=O)N(C)C)c1C,-3,2,7,-6,-1,-2,-5,5,7
Cc1ccc2c(c1)C(=O)c1ccccc1CS2=O (stereo not given),-1,1,4,-9,-4,-5,1,-1,8
Cc1ccccc1CSc1nnc(-c2ccccn2)n1N,1,0,7,-11,3,-4,7,-8,6
COc1cc(N2N=C(c3ccccc3)CC2c2ccccc2)c(C=O)cc1C=O (stereo not given),-5,-42,14,-8,4,-3,1,-2,-308
C=CCNC(=O)/C(=C\c1cccc([N+](=O)[O-])c1)NC(=O)c1ccccc1,0,-2,6,-5,1,-1,5,-7,2
Cc1nc2[nH]c(=O)n(O)c(=O)c2s1,/,-1,/,-24,/,-2,/,/,4
Cc1cc(C)cc(NC(=O)CSc2nnc(-c3ccccc3Br)o2)c1,1,2,17,23,0,-1,0,7,5
CCOc1ccc(C(=O)NNC(=O)CN2C(=O)NC3(CCCC3)C2=O)cc1,3,0,8,2,4,3,-1,3,2
Cc1ccc(C(NC(=O)c2ccccc2S(C)(=O)=O)c2ccccc2)cc1 (stereo not given),-1,-1,2,-15,1,-1,-7,7,4
COc1cccc(C(=O)NC2CCN(CC(=O)NCc3ccccc3OC)CC2)c1,-4,-2,4,-17,8,4,-1,9,22
CSc1cccc(NC(=O)CSc2ccccc2)c1,1,4,2,-13,5,1,-11,-15,7
COCCNC(=O)Cn1c(=O)n(CCCCCC(=O)NCc2ccc3c(c2)OCO3)c(=O)c2sccc21,-3,/,10,/,6,/,8,7,/
O=C(N/N=C/c1ccco1)c1cccc(NC(=O)c2ccccc2Cl)c1,0,-4,-3,-14,5,-4,-29,1,-5
Cc1noc(C)c1C(=O)NC(C)c1ccc2c(c1)OCO2 (stereo not given),2,2,20,2,1,-8,-1,-4,16
CCN1CCN(CCC(=O)Nc2cccc(OC)c2)CC1,-1,-4,0,-7,3,0,-1,-4,26
S=C(NC1CC2CCC1C2)N1CCN(c2cccc(Cl)c2)CC1 (stereo not given),-5,0,2,2,1,6,-9,6,22
CN(Cc1ccccc1)C(=O)c1ccc(NC(=O)Cc2cccc(NC(=O)C3CCN(C(=O)C4CCC4)CC3)c2)cc1,-1,1,-3,-5,9,-1,-2,1,-5
CC(c1ccccc1)C(NC(=O)OCC1c2ccccc2-c2ccccc21)C(=O)O (stereo not given),-7,1,-17,-18,-10,-3,-9,-5,14
COc1ccc(N2CCN(S(=O)(=O)c3ccc4c(c3)NC(=O)C(C)C(=O)N4)CC2)cc1 (stereo not given),0,-1,-1,2,4,0,7,3,16
Cc1[nH]c2ccccc2c1/C=C(/C#N)C(=O)NC(C)C,3,1,0,-6,-1,-3,9,6,9
CCOC(=O)CC1COc2ccccc2N1C(=O)c1cccc([N+](=O)[O-])c1 (stereo not given),3,3,1,-14,0,-1,-3,3,6
COc1cc(C=O)ccc1OCc1c(C)noc1C,1,1,-18,6,-8,-3,-12,-6,10
CC(C)C(=O)Nc1c(-c2ccccc2)c(=O)c2ccccc2n1C,0,0,4,-5,-4,-6,-6,3,-35
O=C(Nc1ccncc1)Nc1cc(Cl)ccc1Cl,-6,-1,8,3,3,-2,6,-4,2
O=C(C[n+]1ccc(-c2nnc3n2CCC3)cc1)c1ccc(Cl)c(Cl)c1,-3,-7,0,4,2,-14,1,-2,-14
NC(=O)COC(=O)/C=C/c1ccc2ccccc2n1,0,1,-7,10,-8,-10,-7,-11,-9
CC(=O)c1c(NC(=O)c2ccccc2)[nH]c(-c2ccccc2)nc1=S,-3,7,-19,1,-3,-9,-8,-2,10
CCN(C[C@H]1N[C@@](C)(C(=O)OC)[C@H]2C(=O)N(Cc3ccccc3)C(=O)[C@@H]12)C(=O)c1ccc(F)cc1,2,4,13,15,4,-7,-26,-4,14
COc1ccc(C(=O)COc2ncnc3cc(Cl)ccc23)cc1,-2,1,6,-7,3,-5,-6,-2,30
N#C/C(=C\c1ccncc1)c1nc2c(s1)CCCC2,-1,-45,10,-10,10,-3,-9,-13,-403
COc1cc(/C=N/NC(=O)c2ccc(-c3ccccc3)cc2)cc(OC)c1OC,0,1,15,7,0,-7,3,4,-430
O=[N+]([O-])c1cc(S(=O)(=O)NC2=NCCCCC2)ccc1NCC1CCCCC1,-3,6,-12,2,-7,-5,-7,-12,15
N#CC1(NC(=O)CN2C(=O)c3ccc([N+](=O)[O-])cc3C2=O)CCCCC1,-1,0,-7,-14,8,3,5,11,22
O=c1[nH]c(S)nc2sc3c(c12)CCCC3,-2,-37,?,5,-5,0,2,-1,-34
COc1cccc(/C=C/C(=O)NNC(=O)c2ccco2)c1OC,-7,2,-1,-9,5,-6,0,-2,-43
CCCc1[nH]nc2c1C(c1ccoc1)C(C#N)=C(N)O2 (stereo not given),-3,-2,2,9,2,1,-3,-9,8
CC(C)CN(CC(C)C)CC(O)COc1ccc([N+](=O)[O-])cc1 (stereo not given),-2,0,-19,1,1,5,-9,-9,29
CCn1c(SCC(=O)NC(=O)c2ccccc2OC)nc2ccccc21,-1,-1,4,9,-10,-5,0,-1,5
Cc1nnc2c3ccccc3c(-c3cccs3)nn12,-6,-1,-6,2,-7,5,-1,-2,-40
COc1ccccc1/C=C/C(=O)NCc1cccnc1,1,3,1,-5,-1,-6,-5,2,-74
COc1ccc(OC)c(NC(=O)c2ccc(-c3cccs3)cc2)c1,0,13,-2,22,1,2,17,-4,-42
O=C(Cc1ccc(NC(=O)C2CCCN(C(=O)CCc3ccccc3)C2)cc1)Nc1cccc(C(=O)N2CCCC2)c1 (stereo not given),/,-1,/,11,/,-1,/,/,-12
O=C(Nc1ccnn1C1CCN(Cc2cccc(OCCO)c2)CC1)c1cccc(F)c1,-1,2,-2,-2,-5,1,-3,1,0
Cc1ccc(N/C=C/C(=O)c2ccccc2)cc1C,0,-59,-10,27,92*,1,96*,89*,-139
CC(C)(C)[C@H]1CCC(=O)N([C@H](CSc2ccc(Br)cc2)Cc2ccccc2)CC1,-5,0,-3,-2,2,-5,-23,2,10
O=C(NCc1ccco1)C(=O)NCc1ccccc1Cl,-1,0,3,-16,2,-2,-10,1,24
C[C@]12CCC(=O)C=C1C=C[C@@H]1[C@@H]2CC[C@@]2(C)[C@H]1CC[C@@]21CCC(=O)O1,-2,0,76*,-6,-4,-11,9,0,18
COCC(C)n1c(C)cc(C(=O)COC(=O)c2nn(C)c(=O)c3ccccc23)c1C (stereo not given),0,2,-4,-9,1,3,-4,0,-4
CCCn1cnc2cc(NC(=O)c3cccs3)ccc21,-2,1,-1,11,13,-4,-7,-13,6
CCN(CC)S(=O)(=O)c1ccc(N)cc1,0,0,1,-11,-3,-5,-5,-2,-7
CN1C(=O)c2ccc(C(=O)Nc3cccnc3)cc2C1=O,0,0,1,-3,-13,-3,5,8,7
Nc1cccc(C(=O)Nc2ccco2)c1,-4,-15,-2,-2,12,-6,-5,2,-20
O=C(CCCl)Nc1nc2c(s1)CCc1ccccc1-2,-7,1,0,53,6,10,-16,-5,12
COc1ccc(NS(=O)(=O)c2ccc(O)c(C(=O)OCC(=O)N3CC(C)OC(C)C3)c2)cc1 (stereo not given),-1,5,4,13,1,-2,-15,-6,-70

# Reprinted at random: 2 records from the list.
SMILES,MIN6 prolif,SENP1 inh,UBC13 inh,PfGluPho inh,SENP7 block,HKDC1 inhibitor,SENP6 block,SENP8 block-1,SENP8 block-2
O=c1[nH]c(S)nc2sc3c(c12)CCCC3,-2,-37,?,5,-5,0,2,-1,-34
COc1cc(C=O)ccc1OCc1c(C)noc1C,1,1,-18,6,-8,-3,-12,-6,10

# Further records
SMILES,MIN6 prolif,SENP1 inh,UBC13 inh,PfGluPho inh,SENP7 block,HKDC1 inhibitor,SENP6 block,SENP8 block-1,SENP8 block-2
CC(=O)N1CCN(CC(=O)Nc2cc(S(=O)(=O)N3CCCCC3)ccc2C)CC1,1,2,-5,2,-5,2,-24,-12,24
COc1ccc(NC(=S)N2CCCC(c3nc4ccc(C)cc4[nH]3)C2)c(OC)c1 (stereo not given),-1,1,-4,20,1,-5,-6,2,3
CCOC(=O)c1sc2nc(C)nc(Nc3ccccc3)c2c1C,-1,2,11,12,8,-13,-10,10,-249
CN(C)c1nc(-c2cccnc2)nc(-c2ccc(Cl)cc2)c1C#N,-4,-1,0,6,-6,-12,-6,-2,-93
N#Cc1nc(-c2ccccc2)oc1NCCN1CCCCC1,4,-3,14,2,1,5,0,1,-280
O=C(Nc1ccc(F)cc1)Nc1cnccn1,-3,0,-4,2,-4,2,1,-1,-4
CNC(=O)Nc1ccc(S(N)(=O)=O)cc1,-2,1,-4,-10,-4,-1,16,10,5
COc1cccc2c(C)c(C(=O)O)[nH]c12,2,-88,-12,0,8,7,-16,2,i
O=C(NC1=CC(=O)c2ccccc2C1=O)c1ccccc1,/,5,/,80*,/,54*,/,/,45*
O=S(=O)(c1ccccc1Cl)N1CCCC1c1nc(-c2cccc(Cl)c2)no1 (stereo not given),-3,-1,5,16,7,2,4,-5,26
COc1cc(=O)[nH]c(SCC(=O)Nc2nc3c(s2)CCCC3)n1,0,1,5,-14,1,-12,-5,6,2
CCCCNC(=O)c1nn2c(C(F)(F)F)cc(-c3ccc(OC)cc3)nc2c1Br,-2,-26,19,1,1,5,3,-9,-235
O=C(O)CCCC(=O)N1N=C(c2c(-c3ccccc3)c3cc(Cl)ccc3[nH]c2=O)CC1c1cccs1 (stereo not given),/,-2,/,-9,/,-1,/,/,-262
CCC(=O)NNc1ncnc2c1cnn2-c1cccc(C)c1,-3,1,5,-11,-4,-5,10,-7,6
CN(C(=O)c1ccccn1)C1(C(=O)NC2CCCCC2)CCCCC1,-3,1,-6,8,-4,1,0,-4,25
O=[N+]([O-])c1ccc(Cl)c(S(=O)(=O)/N=C(/c2ccccc2)N2CCOCC2)c1,0,0,2,-3,-4,-3,1,-5,4

# Bioassay records: PubChem, Sanford-Burnham Center for Chemical Genomics
